MrgX1 ag = activates human MrgX1 receptor signaling. Q96LB2. MrgX1-HEK293 cells, Fluo-4 calcium fluorescence, agonist mode; stronger effect = higher value. B-score at 10 µM. hit rate 0.44% among 310,000. AID 588627;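 active = calcium response B-score plate-corrected fluorescence ratio at least 3 library SD, with starting fluorescence B-score inside 5 SD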
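times = overnight plating, then 30 min 37 °C plus 30 min room-temperature dye loading | assay system = stable human MrgX1 HEK293 cell line | input = fifteen thousand cells per well | signal = kinetic calcium dye fluorescence, Fluo-4 NW | dosing = compound delivered in addition one of three | read-out = B-scored fluorescence response ratio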
TRPC4 PAM = TRPC4 (mouse) allosteric potentiation; AID 2227; B-score at 10 µM; Q9QUQ5; HEK293 TRPC4beta/mu-opioid, DAMGO EC20, Fluo-4 Ca2+ flux; stronger effect = higher value; hit rate 0.42% among 310,000;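 active = B-score of calcium response area above 5 SD of library B-scores, with initial fluorescence ratio within 5 SD of library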;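 note: B-score of integrated fluorescence ratio over time as area under calcium response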
Target sequence (Q9QUQ5 whole entry, looked up): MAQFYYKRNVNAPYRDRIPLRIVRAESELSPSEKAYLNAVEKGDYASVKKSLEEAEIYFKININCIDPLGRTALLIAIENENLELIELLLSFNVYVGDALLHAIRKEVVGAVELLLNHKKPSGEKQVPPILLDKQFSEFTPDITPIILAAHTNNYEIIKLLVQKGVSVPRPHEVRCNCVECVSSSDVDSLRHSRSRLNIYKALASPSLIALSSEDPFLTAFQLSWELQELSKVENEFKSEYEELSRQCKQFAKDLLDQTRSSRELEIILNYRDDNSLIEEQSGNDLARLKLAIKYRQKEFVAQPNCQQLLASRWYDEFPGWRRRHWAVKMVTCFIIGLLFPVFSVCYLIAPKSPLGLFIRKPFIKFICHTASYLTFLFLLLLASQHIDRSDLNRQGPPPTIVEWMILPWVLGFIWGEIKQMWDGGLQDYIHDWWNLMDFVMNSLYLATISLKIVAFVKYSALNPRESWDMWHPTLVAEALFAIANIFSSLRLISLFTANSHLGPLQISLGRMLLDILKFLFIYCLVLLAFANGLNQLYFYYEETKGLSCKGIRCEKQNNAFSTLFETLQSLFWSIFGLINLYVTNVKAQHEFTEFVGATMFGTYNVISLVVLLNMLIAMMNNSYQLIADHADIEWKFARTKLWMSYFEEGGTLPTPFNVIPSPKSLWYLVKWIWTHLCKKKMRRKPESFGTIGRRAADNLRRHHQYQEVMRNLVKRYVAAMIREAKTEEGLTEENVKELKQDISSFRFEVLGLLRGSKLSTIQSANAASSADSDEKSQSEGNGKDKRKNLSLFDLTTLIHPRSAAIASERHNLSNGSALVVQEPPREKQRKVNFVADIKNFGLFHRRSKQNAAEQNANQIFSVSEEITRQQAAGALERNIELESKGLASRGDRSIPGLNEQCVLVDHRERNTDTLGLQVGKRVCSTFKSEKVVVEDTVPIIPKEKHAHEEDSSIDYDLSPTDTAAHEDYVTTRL
TRPC6 inhibitor = blocks the mouse TRPC6 cation channel; hit rate 1.1% among 310,000; HEK293-TRPC6, membrane potential dye, ACh-evoked depolarization; stronger effect = lower value; Q61143; AID 2553; B-score at 10 µM;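 active = B-score under library mean minus 3 SD, initial fluorescence not abnormally high, positive integrated signal ratio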;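 note: B-score derived from integrated fluorescence ratio over the kinetic read; more negative B-score means stronger inhibition of depolarization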
ANO1 activ = mouse TMEM16A channel activation, primary screen; hit rate 0.3% among 340,000; AID 623877; Q8BHY3; HEK293 TMEM16A/YFP-H148Q/I152L, iodide quench fluorescence; stronger effect = lower value; B-score at 10 µM;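 active = fluorescence-ratio B-score plate-corrected deviation score at least 3 library SD below zero, with starting fluorescence score within 5 deviations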;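 note: channel opened by trigger with iodide after compound preincubation; score built on the fluorescence ratio of max minus min over baseline; more negative score means more quench and so TMEM16A activation or potentiation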
MrgX1 allo act = allosterically activates human MrgX1 receptor signaling; hit rate 0.63% among 310,000; MrgX1-HEK293, Fluo-4 calcium flux, FDSS; stronger effect = higher value; Q96LB2; B-score at 10 µM;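 active = plate-corrected calcium response at least 3 library SD above typical, normal starting fluorescence, not activating the receptor alone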;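 note: compound read alongside a low EC10 to EC30 dose of BAM8-22 agonist; peak minus trough fluorescence over baseline measured at the second addition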
TRPC6 activator = activates the mouse TRPC6 cation channel; AID 2550; hit rate 0.13% among 310,000; HEK293-TRPC6 membrane potential dye fluorescence; stronger effect = higher value; B-score at 10 µM;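 active = B-score of the integrated fluorescence ratio above library mean plus 3 SD, and starting fluorescence ratio within library mean plus 5 SD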;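 note: higher score means more depolarization so channel activation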
TRPC4 agonist = activators of mouse TRPC4 channel; B-score at 10 µM; AID 2237; Q9QUQ5; hit rate 0.49% among 310,000; HEK293 TRPC4beta/mu-opioid, Fluo4 calcium fluorescence; stronger effect = higher value;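 active = B-score above 5 SD of library B-scores, and initial fluorescence ratio not above library mean plus 5 SD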;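 note: positive B-score marks a calcium rise read as TRPC4 activation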
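Technique: kinetic Fluo4 calcium fluorescence; Test system: TRPC4beta and mu-opioid receptor HEK293 stable cells; Measure: B-scored integrated calcium fluorescence ratio; Benchmarks: low control buffer alone, high control maximal DAMGO; Schedule: 45 min room-temperature Fluo4 loading, 110 s read.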
MrgX1 antag = antagonists of human MrgX1 receptor | Q96LB2 | MRGX1-HEK293 calcium flux, Fluo-4, BAM8-22 antagonism; stronger effect = lower value | B-score at 10 µM | hit rate 1.3% among 310,000;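 active = calcium-response B-score plate-corrected more than 3 library SD below zero, starting fluorescence within 5 deviations, no agonist response on first addition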;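 note: peak minus trough fluorescence over baseline after final BAM8-22 challenge near maximal dose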
TMEM16A inh = inhibitors of mouse TMEM16A calcium-activated chloride channel. hit rate 1.2% among 310,000. normalized B-score (activity score, 25-100; higher = stronger inhibition) at 10 µM. HEK293 TMEM16A/YFP iodide influx fluorescence, ionomycin;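 active = ratio plate-corrected score three or more library SD toward inhibition, starting fluorescence score within five deviations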;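 note: score derived from kinetic fluorescence span divided by baseline fluorescence per well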
TRPC4 block = blocks the mouse TRPC4 cation channel; Q9QUQ5; hit rate 0.39% among 300,000; AID 2247; B-score at 10 µM; HEK293 TRPC4beta/mu-opioid, DAMGO-evoked Fluo4 calcium flux; stronger effect = lower value;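 active = B-score over 3 SD under the library average, no early fluorescence shift, positive overall ratio signal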
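Signal: kinetic Fluo4 fluorescence imaging of calcium influx. Material: stable TRPC4beta/mu-opioid receptor HEK293 cells. Probe or stimulus: DAMGO in two steps, submaximal then maximal.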
RGS4 inh = human RGS4 inhibition. HEK293 M3R/RGS4 inducible, Fluo-4 calcium flux; stronger effect = higher value; triggered by carbachol at its EC20. hit rate 0.45% among 310,000. B-score at 10 µM. P49798;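 active = B-score, a plate-corrected calcium signal, over three deviations above library mean, with baseline fluorescence within five deviations of library mean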;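 note: RGS4 expression induced by doxycycline in cells with stable M3 receptor; B-score is computed from the integrated fluorescence ratio over baseline after carbachol; higher B-score means a larger calcium signal and so more RGS4 inhibition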
Active calls of the source: *; i = inactive; . = no result given.

smiles	TRPC4 agonist	MrgX1 antag	MrgX1 allo act	TRPC6 activator	RGS4 inh	TMEM16A inh	TRPC4 block	ANO1 activ	TRPC6 inhibitor	TRPC4 PAM	MrgX1 ag
CCCCOc1ccc(C(=O)Nc2ccc(N3CCN(C(C)=O)CC3)cc2)cc1	i	i	i	i	i	i	i	i	i	i	i
O=C(O)CCC(=O)N1CCc2cc(S(=O)(=O)NCCc3ccc(Cl)cc3)ccc21	i	i	i	i	i	i	i	i	i	i	i
CCc1c(C)sc(NC(=O)c2ccco2)c1C(=O)N1CCOCC1	i	i	i	i	i	i	i	i	i	i	i
COCCNC(=O)c1ccc(C)cc1C	i	-5.31*	i	i	i	i	i	i	i	i	i
Cc1ccc2nc(SCC(=O)NC(=O)NCc3ccco3)[nH]c2c1	i	i	i	i	i	i	i	i	i	i	i
Oc1ccc(-c2cn3ccccc3n2)cc1	i	i	i	i	i	i	i	i	i	i	i
OCCOCCn1c(CCNc2nc(-c3ccc(F)cc3)cs2)nc2cc(C(F)(F)F)ccc21	i	i	i	i	i	i	i	i	i	i	i
Cc1ccc(S(=O)(=O)c2c(C)nn(C(C)(C)C)c2OC(=O)C2CCCC2)cc1	i	i	i	i	i	25*	i	i	i	i	i
O=S(=O)(c1ccccc1)N1N=C(c2cccs2)CC1c1ccc(Br)cc1 (stereo not given)	i	i	i	i	i	i	i	i	i	i	i
CCn1cc(SCC(N)=O)c2ccccc21	i	i	i	i	i	i	i	i	i	i	i
Cc1ccc(S(=O)(=O)CCC(=O)Nc2ccccc2Cl)cc1	i	i	i	i	i	i	i	i	i	i	i
COc1ccc(NC(=O)C2CCC(N3C(=O)C4C5C=CC(C5)C4C3=O)CC2)cc1 (stereo not given)	i	i	i	i	i	i	i	i	i	i	i
CC(=O)Nc1nc2n(n1)C(c1ccc(Cl)cc1)C=C(C)N2 (stereo not given)	i	i	i	i	i	i	i	i	i	i	i
O=C(NCc1cccs1)c1nn2cccnc2c1Cl	i	i	i	i	i	i	i	i	i	i	i
Cc1ccc(SCC(=O)OC(C)C(=O)NCc2ccccc2)cc1C (stereo not given)	i	i	i	i	i	i	i	i	i	i	i
CC(C)C(NC(=O)c1ccc(C(C)(C)C)cc1)C(=O)N1CCCC1 (stereo not given)	i	i	i	i	i	i	i	i	i	i	i
O=C(NC12CC3CC(CC(C3)C1)C2)c1ccc([N+](=O)[O-])o1	i	i	i	i	i	i	i	i	i	i	i
CCc1ccccc1NC(=O)C1CCCN(c2nccc(C)n2)C1 (stereo not given)	i	i	i	i	i	i	i	i	i	i	i
CNC(=O)C(=O)Nc1cc2c3c(c1)CCN3C(=O)CC2	i	i	i	i	i	i	i	i	i	i	i
CC(=O)Nc1ccc(C(=O)Nc2ccc3c(c2)OCCO3)cc1	i	i	i	i	i	i	i	.	i	i	i
COc1ccc(Nc2nc3c([nH]2)c(=O)[nH]c(=O)n3C)cc1	i	i	i	i	i	i	i	i	i	i	i
COc1cc(NC(=O)c2c(-c3ccccc3Cl)noc2C)c2ncccc2c1	i	i	i	i	i	i	i	i	i	i	i
O=C(CN1CCC(NC(=O)c2ccccc2Cl)CC1)NCc1ccco1	i	i	i	i	i	i	i	i	i	i	i
Cc1onc(C(=O)Nc2cccnc2Cl)c1[N+](=O)[O-]	i	i	i	i	i	i	i	i	i	i	i
COc1ccc(NCc2ccc([N+](=O)[O-])s2)cc1	i	i	i	i	i	i	i	i	i	i	i
O=c1cc(CN2CCN(S(=O)(=O)c3ccc4ccccc4c3)CC2)nc2sccn12	i	i	i	i	i	i	i	i	i	i	i
COc1ccc(OC)c(S(=O)(=O)N(C)CC(=O)N2CCN(c3ccccc3F)CC2)c1	i	i	i	i	i	i	i	i	i	i	i
CN(C)c1oc(/C=C/c2ccccc2)nc1C#N	i	i	i	i	i	i	i	i	i	i	i
CCOC(=O)/C(C#N)=C/c1cccc(C)c1	i	i	i	i	i	i	i	i	i	i	i
CC(C)CC(NC(=O)c1ccc(Cl)cc1Cl)C(=O)O (stereo not given)	i	i	i	i	i	i	i	i	i	i	i
Cc1ccccc1OC(C)C(=O)NCCC1=CCCCC1 (stereo not given)	i	i	10.9*	i	i	i	i	i	i	i	i
COc1cc(OC)c(NC(=O)CCc2ccccc2)cc1Cl	i	i	i	i	i	i	i	i	i	i	i
O=C(CSc1nccc2ccccc12)N1CCN(c2ccccn2)CC1	i	i	i	i	i	i	i	i	i	i	i
O=C(CCl)c1ccc2[nH]c(=O)oc2c1	i	i	i	i	i	i	i	i	i	i	i
Cc1ccc(OC(=O)c2cc(C)nn2C(C)(C)C)cc1	i	i	i	i	i	i	i	i	i	i	i
Cc1ccc(-c2nnn(CC(=O)Nc3cccc4cccnc34)n2)o1	.	i	i	.	.	i	.	i	.	.	i
CC1=NOC(=O)/C1=C\c1ccc(-c2ccc(Cl)c(C(=O)O)c2)o1	i	.	.	i	i	.	i	i	i	i	.
O=C(Nc1nnc(-c2ccccc2)o1)Nc1ccccc1Cl	i	i	i	i	i	i	i	i	i	i	i
Cc1csc(NC(=O)Cc2ccc(Cl)cc2)n1	i	i	i	i	i	i	i	i	i	i	i
Cc1ccc(-c2ncccc2OC(=O)C23CC4CC(CC(C4)C2)C3)cc1	i	i	i	i	i	i	i	i	i	i	i
O=C(NCc1ccccc1)C(=O)Nc1nc(-c2ccccc2)cs1	i	i	i	i	i	i	i	i	i	i	i
Cc1ccnc(NCc2cc(C)ccc2O)c1	i	i	i	i	i	i	i	i	i	i	i
CC(C)(C)NC(=O)CN(Cc1ccc2c(c1)OCO2)C(=O)CNS(=O)(=O)c1ccc(F)cc1	i	i	i	i	i	i	i	i	i	i	i
Cc1cccc(-n2ncc3c2CCCC3NC(=O)CC(F)(F)F)c1C (stereo not given)	i	i	i	i	i	i	i	i	i	i	i
CC1(C)Cc2c(C#N)c(NCCc3ccccc3)nc(-c3ccco3)c2CO1	i	i	i	i	i	i	i	i	i	i	i
CC(C)[C@@H](C(=O)N1CCN(C(=O)OC(C)(C)C)CC1)n1cc(CCO)nn1	i	i	i	i	i	i	i	i	i	i	i
CC1=CC(C)(C)NC(=S)N1c1cccc2cc(S(=O)(=O)O)ccc12	i	i	i	i	i	i	i	i	i	i	i
NS(=O)(=O)c1cccc(NC(=O)Cn2cc(C(F)(F)F)cc(Cl)c2=O)c1	i	i	i	i	i	i	i	i	i	i	i
CS(=O)(=O)N(CC(=O)Nc1ccccc1C(=O)N1CCOCC1)c1ccc(F)c(Cl)c1	i	i	i	i	i	i	i	i	i	i	i
CCOC(=O)C1CCN(CCC(=O)Nc2ccc(F)cc2)CC1	i	i	i	i	i	i	i	i	i	i	i
CSCCCNC(=O)c1ccc(OC2CCN(CCc3ccccc3)CC2)cc1	58*	i	i	i	i	i	i	i	i	i	i
Cc1ccc(-c2ccc(CCC(=O)O)n2CC2CCCO2)cc1 (stereo not given)	i	i	i	i	i	i	i	i	i	i	i
Cc1ccc(CCC(=O)Nc2ccc([N+](=O)[O-])cc2Cl)o1	i	i	i	i	i	i	i	i	i	i	i
O=C(NS(=O)(=O)c1ccccc1)c1ccccc1F	i	i	i	i	i	i	i	i	i	i	i
O=C1CCC(=O)N1c1ccccc1	i	i	i	i	i	i	i	i	i	i	i
Cc1ccc(S(=O)(=O)NC(=O)NCCCN2CCOCC2)cc1	i	i	i	i	i	i	i	i	i	i	i
O=C(O)CNc1ncccc1[N+](=O)[O-]	i	i	i	i	i	i	i	i	i	i	i
CCC(=O)c1ccc(OCC(=O)N(Cc2nnc(-c3ccccc3Cl)o2)C2CC2)cc1	i	i	i	i	i	i	i	i	i	i	i
O=C(O)c1ccc(Cl)c(S(=O)(=O)NCc2cccnc2)c1	i	i	i	i	i	i	i	i	i	i	i
C#CCOCCOCCOCCNc1nc(N2CCN(C(=O)CCCCCCCCCCNC(=O)[C@@H](CCC(=O)O)n3cc(CCCCCN)nn3)CC2)nc(N2CCN(C(=O)CCCCCCCCCCNC(=O)[C@@H](CCC(=O)O)n3cc(CCCCCN)nn3)CC2)n1	.	i	i	.	.	i	.	i	.	.	i

Next part:
smiles	TRPC4 agonist	MrgX1 antag	MrgX1 allo act	TRPC6 activator	RGS4 inh	TMEM16A inh	TRPC4 block	ANO1 activ	TRPC6 inhibitor	TRPC4 PAM	MrgX1 ag
CCNc1nc(NCC)nc(N2CC(=O)N(CC(=O)OCC)C2=N)n1	i	i	i	i	i	i	i	i	i	i	i
COc1ccc(NC(=O)CSc2nc3[nH]ncc3c(=O)[nH]2)c(OC)c1	i	i	i	i	i	i	i	i	i	i	i
Cc1nonc1OCCNCCNc1ccc([N+](=O)[O-])cc1Cl	i	i	i	i	i	i	i	i	i	i	i
O=C(NC1CCCCC1)C(c1ccccc1)N(Cc1cccnc1)C(=O)c1csnn1 (stereo not given)	i	i	i	i	i	i	i	i	i	i	i
CC(C)NC(=O)c1cc(-c2cccs2)nc2ccccc12	i	i	i	i	i	i	i	i	i	i	i
Cn1cc(-c2cccc(C(F)(F)F)c2)cc(C#N)c1=O	i	i	i	i	i	i	i	i	i	i	i
O=P(/C(=N/O)Sc1ccccc1)(N1CCOCC1)N1CCOCC1	i	i	i	i	i	i	i	i	i	i	i
COc1ccc(C2C(Oc3ccccc3)C(=O)N2c2ccc(C)c(C)c2)cc1OC (stereo not given)	i	i	i	i	i	i	i	i	i	i	i
Cc1ccnc(NS(=O)(=O)c2ccc(N3C(=O)C4CCCCC4C3=O)cc2)n1 (stereo not given)	i	i	i	i	i	i	i	i	i	i	i

Source: PubChem BioAssay (Johns Hopkins Ion Channel Center)
